Bioassay records: PubChem, The Scripps Research Institute Molecular Screening Center
OXTR potentiate: human OXTR potentiators, primary screen, fluorescence, CHO-OTR cells, Fluo-8 calcium; Fluo-8 calcium fluorescence, potentiator mode; 0% = oxytocin EC15, 100% = EC100; Oxytocin receptor (Homo sapiens), P30559; 320,000 compounds, 0.061% hits; activation, % at 3 µM;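 active = activation above that plate's cutoff, the mean activation of tested compounds plus 3 SD, cut at about 6.6% in these data, passing the limit was not always enough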;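 also: 100% uses oxytocin at 75 nM as the full agonist control; some results filed as inactive read as strong as hits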
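test system = CHO-OTR cells, human receptor | compound = single-point 3.0 µM | schedule = 6 min compound pre-incubation at room temperature, 100 s kinetic read | signal = Fluo-8 no-wash calcium dye fluorescence, excitation 470-495 nm, emission 515-575 nm | repeats = single well per compound, singlicate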
V1R ag counter: agonists of human V1a receptor, primary screen, counter-screen for OXTR agonist project, fluorescence, CHO-V1R cells. Fluo-8 calcium fluorescence, agonist mode; 0% DMSO, 100% 3 nM vasopressin. 320,000 compounds, 0.25% hits. activation, % at 3 µM;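 active = activation above the mean activation of all tested compounds plus 3 SD, per screening run, cut at about 20% in these data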;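 also: signal is peak over basal fluorescence ratio across a 100 second FLIPR read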
Target sequence (P37288 whole entry, looked up): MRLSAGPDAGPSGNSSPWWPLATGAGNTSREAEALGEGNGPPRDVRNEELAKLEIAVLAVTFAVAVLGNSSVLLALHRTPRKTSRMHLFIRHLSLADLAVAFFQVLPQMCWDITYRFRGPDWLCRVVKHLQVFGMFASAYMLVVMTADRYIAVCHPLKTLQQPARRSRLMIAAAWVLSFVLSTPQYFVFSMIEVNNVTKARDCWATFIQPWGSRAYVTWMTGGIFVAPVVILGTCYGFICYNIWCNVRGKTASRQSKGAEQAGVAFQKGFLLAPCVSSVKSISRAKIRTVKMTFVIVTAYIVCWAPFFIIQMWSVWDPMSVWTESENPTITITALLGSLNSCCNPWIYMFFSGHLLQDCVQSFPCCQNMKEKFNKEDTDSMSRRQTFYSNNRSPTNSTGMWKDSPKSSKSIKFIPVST
TAAR1 antagonist: human TAAR1 antagonists, primary screen, Fluo-8 calcium fluorescence, CHO RD-HGA16 cells; antagonist; 360,000 compounds, 1.5% hits; Trace amine-associated receptor 1 (Homo sapiens), Q96RJ0; inhibition, % at 3 µM;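 active = inhibition above a per-plate cutoff, the mean inhibition of test compounds on that plate plus 3 SD, cut at about 49% in these data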;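 also: 0% = DMSO plus EC80 beta-PEA response and 100% = DMSO alone without agonist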
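Assay system: RD-HGA16 CHO cells with stable hTAAR1 and Gα16 / Reagent: EC80 β-phenethylamine stimulus / Doses: 3 µM, single point / Timing: dye loading 75 min at 37 °C, then 30 min room temperature / Measured by: Fluo-8 intracellular calcium dye fluorescence, real-time kinetic reads / Controls: vehicle wells and EC80 agonist wells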
M1 PAM parental: nonselective calcium activators in parental CHO-K1 cells, primary screen, counter-screen for M1 PAM project, cell-based, Fluo-8 calcium fluorescence, full deck, 1536-well; ATP EC20; 0% at ATP EC20, 100% at ATP max; activation, % at 3 µM; 360,000 compounds, 0.02% hits; AID 602247, 2012;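 active = activation above the run cutoff, the mean activation of all test compounds plus 3 SD, cut at about 40% in these data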;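 also: peak over basal fluorescence ratio in a 140 s read after ATP addition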
CHO-K1 Ca ag: counter-screen for M1 agonists: effect in parental CHO-K1 cells; AID 602248, 2012; activation, % at 3 µM; 360,000 compounds, 0.48% hits; Fluo-8 calcium fluorescence; scaled to maximal ATP response, vehicle zero; in the data active = activation above about 15%;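 also: untransfected CHO-K1 host cells lacking M1 receptor as counterscreen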
CHO parental Ca: ATP-evoked calcium signal inhibitors, parental CHO, primary screen, counter-screen for OX1R antagonist project, cell-based, fluorescence, Fluo-8 calcium dye; parental CHO-K1, ATP-induced calcium, Fluo-8 fluorescence; inhibition, % at 5.6 µM; 330,000 compounds, 0.63% hits; AID 463079, 2010;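 active = inhibition above that plate's mean sample inhibition plus 3 SD, cut at about 26% in these data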;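 also: 0% = ATP-challenged DMSO wells and 100% = DMSO wells without ATP; some compounds past the cut are filed as inactive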
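Material: parental CHO cells / Compound: single nominal dose of 5.6 µM per compound / Signal: Fluo-8 fluorescence / Replicates: singlicate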
CHO-K1 Ca antag: counter-screen for M1 antagonists: effect in parental CHO-K1 cells | 360,000 compounds, 0.6% hits | inhibition, % at 3 µM | ATP-induced calcium, Fluo-8 fluorescence;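 active = inhibition above a per-plate cutoff, the plate's mean sample inhibition plus 3 SD, cut at about 24% in these data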;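 also: 0% = DMSO plus EC80 ATP and 100% = DMSO alone without ATP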
TAAR1 agonist: human TAAR1 agonists, primary screen, Fluo-8 calcium fluorescence, CHO RD-HGA16 cells. Trace amine-associated receptor 1 (Homo sapiens), Q96RJ0. vehicle wells 0%, saturating PEA agonist 100%. activation, % at 3 µM. 360,000 compounds, 0.99% hits. AID 624467, 2012;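 active = activation above the mean activation of all test compounds in the run plus 3 SD, cut at about 38% in these data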
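Assay system: CHO-derived RD-HGA16 cells with stable Gα16 and human TAAR1; timing: 17-24 h seeding, 75 min 37 °C dye, 30 min RT; read-out: % activation from peak over basal fluorescence ratio, DMSO-to-PEA scaled; measured by: kinetic Fluo-8 calcium fluorescence; benchmarks: low control DMSO, high control PEA (EC100); doses: 3 µM single concentration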
CHRM1 agonist: human M1 muscarinic receptor agonists, primary screen, Fluo-8 calcium fluorescence, CHO-K1 cells, HTS; Muscarinic acetylcholine receptor M1 (Homo sapiens), P11229; CHO-K1 hM1, agonist mode; 0% DMSO, 100% acetylcholine EC100; activation, % at 3 µM; 360,000 compounds, 0.33% hits; AID 588814, 2011;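 active = activation above the run's mean compound activation plus 3 SD, cut at about 16% in these data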;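 also: peak over basal fluorescence ratio within a 140 s kinetic read after compound addition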
Target sequence (P11229 whole entry, looked up): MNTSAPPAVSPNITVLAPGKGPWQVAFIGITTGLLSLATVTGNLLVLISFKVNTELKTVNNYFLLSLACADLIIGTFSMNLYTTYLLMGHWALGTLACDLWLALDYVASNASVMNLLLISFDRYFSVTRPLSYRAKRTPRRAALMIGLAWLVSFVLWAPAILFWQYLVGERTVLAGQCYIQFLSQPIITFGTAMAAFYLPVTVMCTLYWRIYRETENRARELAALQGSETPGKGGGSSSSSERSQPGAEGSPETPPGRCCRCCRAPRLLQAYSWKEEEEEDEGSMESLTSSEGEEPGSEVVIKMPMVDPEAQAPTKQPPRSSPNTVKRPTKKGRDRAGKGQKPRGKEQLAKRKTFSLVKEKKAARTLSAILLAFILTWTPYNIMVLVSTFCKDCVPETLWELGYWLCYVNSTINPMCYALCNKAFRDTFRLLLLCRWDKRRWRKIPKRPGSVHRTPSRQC
Numbers without * were called inactive; · = not tested or not shown.

SMILES | OXTR potentiate | V1R ag counter | TAAR1 antagonist | M1 PAM parental | CHO-K1 Ca ag | CHO parental Ca | CHO-K1 Ca antag | TAAR1 agonist | CHRM1 agonist
CNc1nc(Cl)nc(NC(C)(C)C)n1 | 2 | -0.9 | -15 | 10 | 0.0 | -10 | 0 | 2 | -1
O=C(NCc1ccc2c(c1)OCO2)C12CN(Cc3ccccc3)CC1C(c1cccc([N+](=O)[O-])c1)=NO2 (configuration not stated) | -4 | 0.0 | 5 | 12 | 0.4 | 0 | -1 | 0 | -4
Cc1ccc(NC(=O)CSc2nc3c(c(=O)n(C)c(=O)n3C)n2C)cc1 | -5 | 0.4 | -4 | 18 | 0.2 | -4 | -9 | 5 | 0
CN1CCN(S(=O)(=O)c2cccc(S(=O)(=O)c3cccc(S(=O)(=O)N4CCN(C)CC4)c3)c2)CC1 | -12 | 0.2 | -6 | 19 | 0.5 | -12 | 2 | 14 | -7
COC(=O)[C@H](Cc1ccc(O)cc1)NC(=O)Cn1cnc(C(=O)Nc2ccc(C)c(C)c2)n1 | · | · | -15 | 11 | 0.3 | -10 | -5 | 3 | -1
COc1cccc(C(C)(O)c2nc(-c3cccc(NC(C)=O)c3)cs2)c1 (configuration not stated) | · | · | -5 | 14 | 4.7 | · | -13 | 4 | 2
Cc1ccc(CNS(=O)(=O)c2c(C)[nH]c(C)c2C(=O)N2CCCCC2)cc1 | -1 | 0.3 | -23 | 14 | -0.2 | -12 | -16 | 1 | -2
Cn1c(=O)c2c(nc3n2CC(O)CN3c2ccccc2)n(C)c1=O (configuration not stated) | -2 | 0.7 | -21 | 8 | 0.1 | -10 | -3 | 0 | -3
NC(=O)c1c(N)[nH]c(C(=O)c2ccccc2)c1-c1ccncc1 | · | · | -4 | 4 | -0.1 | · | 5 | 5 | ·
Cc1ccc(S(=O)(=O)N2CCCCC2)cc1C(=O)NCCN1CCOCC1 | -7 | 0.2 | -8 | 4 | 4.8 | -7 | -7 | 2 | -3
CCc1nc2n[nH]c(N)c2c2c1CCCC2 | -3 | 0.3 | -17 | 13 | -0.2 | -6 | -5 | 6 | -2
Cc1ccc(-c2nsc3c(N4CCC(C(N)=O)CC4)ncnc23)cc1 | 1 | 0.4 | 14 | 5 | 0.7 | 4 | -14 | -1 | 1
O=C(O)CC(C(=O)O)N1C(=O)/C(=C/c2ccc(-c3nc4ccccc4s3)o2)SC1=S (configuration not stated) | 1 | 1.6 | 6 | -1 | 0.3 | -5 | 4 | 13 | -2
COc1ccc(CC(=O)N2CCC3(CC2)NCCc2[nH]cnc23)cc1 | -1 | -0.4 | -2 | 10 | 0.1 | -9 | 2 | 0 | -1
O=C(COC(=O)/C=C/c1cccc(Cl)c1)Nc1c(F)cccc1F | -1 | 2.4 | -13 | 7 | 0.0 | -8 | -16 | 1 | 1
COc1ccc(Cl)cc1NC(=O)CSc1nnc(CN2CCOCC2)n1-c1ccc(Cl)cc1 | -8 | 7.4 | 15 | 9 | 2.5 | -9 | -12 | 10 | -1
COc1cc2c3c([nH]c2cc1F)C(=O)NCC3 | 2 | -0.4 | 15 | 13 | 0.2 | -6 | -5 | 0 | -2
CCOc1ccc(CCNC(=O)c2[nH]c(C)c(C(C)=O)c2C)cc1OCC | -11 | 0.7 | -1 | 5 | 2.0 | -23 | -5 | 5 | -5
CCN1/C(=C2\C(=O)N(C)C(=S)N2C)C=Cc2ccccc21 | -1 | 0.7 | 6 | 6 | 0.0 | -10 | -7 | 2 | -3
CC(CCc1ccccc1)NC(=O)COC(=O)c1cccc2ccccc12 (configuration not stated) | -5 | 0.6 | -22 | 22 | 1.8 | 2 | -16 | 3 | -3
O=C(NCc1ccccc1)c1ccc2ccccc2n1 | -10 | -0.7 | -3 | 5 | 0.7 | -9 | -5 | -6 | -2
COc1ccccc1NC(=O)OCC#CCOC(=O)Nc1ccccc1OC | -6 | -0.9 | 0 | 11 | -0.3 | -14 | -5 | 3 | -5
COc1ccc(Cc2nnc(SCC(=O)Nc3ccc(C)c(C)c3)o2)cc1OC | -3 | 8.2 | 2 | -1 | 5.0 | -14 | -10 | -2 | -6
CC(C)(C)NC(=O)NC(=O)CSc1cccc(C(F)(F)F)c1 | -1 | -1.5 | -1 | 20 | 1.4 | 8 | -9 | 5 | -6
COc1cccc(-c2cc(N3C(=O)Nc4ccccc4N3O)n[nH]2)c1 | -7 | 0.1 | 1 | -1 | 0.2 | -14 | 6 | 1 | -6

Whole records, quoted from the list. Screens in order: OXTR potentiate, V1R ag counter, TAAR1 antagonist, M1 PAM parental, CHO-K1 Ca ag, CHO parental Ca, CHO-K1 Ca antag, TAAR1 agonist, CHRM1 agonist
Entry for COc1ccc(Cl)cc1NC(=O)CSc1nnc(CN2CCOCC2)n1-c1ccc(Cl)cc1 → -8, 7.4, 15, 9, 2.5, -9, -12, 10, -1
Entry for O=C(NCc1ccccc1)c1ccc2ccccc2n1 → -10, -0.7, -3, 5, 0.7, -9, -5, -6, -2

(listing goes on)
SMILES | OXTR potentiate | V1R ag counter | TAAR1 antagonist | M1 PAM parental | CHO-K1 Ca ag | CHO parental Ca | CHO-K1 Ca antag | TAAR1 agonist | CHRM1 agonist
COc1ccc2cc(S(=O)(=O)NCc3cccnc3)ccc2c1 | -10 | 8.9 | 13 | 2 | 14 | -3 | -4 | 3 | 1
C[N+](C)(C)C(Cc1ccccc1)C(=O)[O-] (configuration not stated) | 1 | 0.9 | · | 16 | 0.4 | -8 | -3 | · | -3
COc1ccccc1C(=O)NC(CCSC)C(=O)OCC(=O)N1CCN(S(=O)(=O)c2ccc(C)cc2)CC1 (configuration not stated) | · | · | 21 | 12 | 1.4 | · | -26 | 1 | -8
O=C(CSc1nccc(=O)[nH]1)NC1CCCCCC1 | -1 | 2.6 | 4 | 1 | -0.1 | -9 | 7 | 1 | 0
C[C@H](NC(=O)c1nc[nH]c1C(=O)N1CCc2ccccc2C1)C(=O)OC(C)(C)C | -12 | -1.3 | 14 | -8 | 0.6 | -16 | -14 | 10 | -2
CC(C)CCN1C(=O)c2ccccc2C1c1nnnn1-c1ccc2c(c1)OCCO2 (configuration not stated) | · | · | -1 | 1 | 0.2 | · | -2 | 0 | ·
CCc1ccc(OC2(C)CCN(Cc3ccc4c(c3)OCCO4)C2)cc1 (configuration not stated) | · | · | -6 | 26 | 2.5 | · | -26 | 4 | -7
O=C(c1ccco1)N1CCN(S(=O)(=O)c2ccc([N+](=O)[O-])cc2)CC1 | -19 | -0.5 | 21 | 4 | 0.3 | -9 | 0 | -1 | -8
CC(C)C1C(=O)N(Cc2cn(CCC3OCCCO3)nn2)CCS(=O)(=O)N1Cc1ccc(-c2cccc(CO)c2)cc1 (configuration not stated) | · | · | -5 | -1 | 1.2 | · | -7 | 4 | -1
COC(=O)[C@]12CCCCC=C1N(Cc1ccccc1)C(=O)[C@H](CC(=O)NCc1cccc(C(F)(F)F)c1)C2 | · | · | 33 | 4 | 1.1 | · | -17 | -1 | ·
CCCn1nnc(NC(=O)/C=C/c2cc(Br)ccc2OC)n1 | -10 | -0.5 | -16 | 8 | 0.1 | 3 | -10 | 6 | -3
Cc1ccc(C(=O)N=c2sccn2C)o1 | -5 | 0.9 | -18 | -6 | 0.3 | 2 | 0 | 2 | -2
CC(C)C(C(=O)O)N1C(=O)C2C3CCC(C3)C2C1=O (configuration not stated) | · | · | -7 | 14 | 0.5 | · | 4 | 1 | 1
Cc1ccc(S(=O)(=O)N(C)C)cc1NC(=O)C1CCCCN1S(=O)(=O)c1ccccc1 (configuration not stated) | 2 | -0.2 | -22 | -13 | 0.2 | -32 | -14 | 15 | 0
O=C(CCOc1ccccc1)N1CCN(c2ccc(O)cc2)CC1 | -2 | 2.7 | -19 | 8 | 4.2 | -12 | -3 | 6 | 1
CCN(CC(=O)Nc1ccc(NC(C)=O)cc1)C(=O)C1CCN(C(=O)c2ccccc2C)CC1 | · | · | -3 | 4 | 0.6 | · | -6 | -1 | -1
O=C(N/N=C/c1sc(=O)n(-c2ccccc2)c1Cl)c1ccccc1 | 1 | 0.4 | 11 | 12 | 1.2 | -16 | 0 | 2 | -8
O=C(Cn1c2ccc(F)cc2c2nc3n(c(=O)c21)CCS3)Nc1ccc(Cl)cc1F | 0 | -0.7 | -34 | 7 | 0.0 | -12 | -5 | 3 | -7
COc1cc2oc(-c3ccc(O)cc3)cc(=O)c2c(O)c1OC | -5 | 1.3 | 13 | 8 | 3.0 | -7 | 5 | 3 | -10
COc1cc(CNc2nnnn2C)ccc1OCc1c(F)cccc1Cl | -3 | 1.7 | 8 | 12 | 0.7 | -7 | -5 | 8 | 0
CCCSc1ccc([C@H]2N[C@@](Cc3ccccc3)(C(=O)OC)[C@H]3C(=O)N(CC)C(=O)[C@@H]23)cc1 | 3 | 0.6 | 9 | -5 | -0.3 | -21 | 2 | 2 | 9
CN(C)CCCCCNCCCNC(=O)/C=N\O | -7 | -0.1 | -4 | 1 | 0.2 | 1 | -8 | 6 | -4
c1ccc2c(c1)CSc1sccc1C2=C1CCNCC1 | -8 | 0.6 | 4 | 13 | 2.3 | 2 | 1 | 7 | -9
Cc1ccc(N2C(=O)C3Sc4[nH]c(=O)sc4C(c4ccccc4)C3C2=O)cc1 (configuration not stated) | -19 | 2.8 | 8 | 23 | 1.2 | -3 | -5 | 11 | 0
CC(C)NC(=O)NC(=O)COC(=O)c1cccc(S(=O)(=O)N2CCCCC2)c1 | -6 | 0.4 | -18 | 7 | 2.6 | -17 | 2 | 0 | -2
Cc1noc(C)c1NC(=O)Nc1cccc2c1O[C@@H](CN(C)C(=O)Nc1ccc3c(c1)OCO3)[C@@H](C)CN([C@H](C)CO)C2=O | -3 | 2.1 | 9 | 9 | 0.8 | -2 | -7 | 3 | -5
C[C@H](NC(=O)[C@@H]1CCCN1C(=O)[C@@H]1CCCN1)c1ccccc1 | · | · | -22 | 18 | 1.0 | · | -18 | 2 | ·
Cc1ccc(S(=O)(=O)NCc2csc(C)n2)cc1 | · | · | -6 | 17 | 0.6 | · | -11 | 2 | -3

Compounds were not picked by outcome. About 3.3% of those tested had a hit in this group.
